Source: PubChem (National Center for Advancing Translational Sciences (NCATS))
LDHA block = LDHA (human) enzyme inhibition; purified LDHA, NADH/diaphorase-resazurin fluorescence; hits give low values; P00338; AID 1347041; actives 0.15% (n = 480,000); activity change, % (values are at about 110 or 230 µM); in the data active means activity change below about -30%; inconclusive means mostly about -25% to -30%;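 further: plate controls were DMSO wells for no effect and wells without enzyme for full effect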
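Enzyme activity of human lactate dehydrogenase 5 (2 nM; 0.06 mM NADH, 0.2 mM pyruvate, 5 min, RT) is measured via a resazurin/diaphorase fluorescence readout of residual NADH.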
Vif-APOBEC3F blk = blocks the Vif interaction with APOBEC3F. actives 0.2% (n = 390,000). Potency, µM (top dose mostly 46.1 µM), for the others: at the highest dose activity, negative = active. HeLa A3F-eYFP + Vif (tagged APOBEC3F with the HIV-1 protein that degrades it), YFP fluorescence increase. AID 602313; further: potency means the concentration at half of the fitted maximal effect; % of control where 0% means no effect; nearly all actives have a fitted effect of over 65% in size
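HeLa cells stably expressing Vif plus C-terminally eYFP-tagged A3F were seeded, incubated overnight at 37 deg C, dosed with compound, incubated overnight again at 37 deg C. Yellow fluorescence (Ex 488/Em 500-530) reported blocked Vif-mediated A3F-eYFP degradation.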
Glioma ERSR ind = inducers of ER stress response in human glioma cells; U87-MG GRP78 promoter luciferase reporter, 16 h; Potency, µM, for the others: at the highest dose activation, most hits filed as activators; actives 0.02% (n = 420,000); AID 602332; further: potency means the concentration at half of the fitted maximal effect; series mostly up to about 76 µM; % of control where 0% means no effect; nearly all actives have a fitted effect of over 35% in size
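Stably transfected U87-MG glioma cells carrying a GRP78-based luciferase sensor; 16 h compound incubation. Luminescence end-point read 10 min after Bright-Glo addition at room temperature.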
Vif-A3G inh = blocks the Vif interaction with human APOBEC3G | HeLa A3G-eYFP + Vif (tagged APOBEC3G with the HIV-1 protein that degrades it), YFP fluorescence, overnight | Potency, µM (titrated, usually from 46.1 µM), for inactives: at the highest dose activity, negative = active, most hits filed as inhibitors | actives 0.076% (n = 410,000) | AID 602310;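 further: potency means the concentration at half of the fitted maximal effect; on the % scale 0 is the no-effect control and ±100 the full control effect; nearly all actives have a fitted effect of over 60% in size; hits raise eYFP signal because A3G escapes Vif-driven loss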
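HeLa cells stably expressing Vif and C-terminally eYFP-tagged A3G, seeded overnight at 37 deg C, then exposed to compound by pintool overnight at 37 deg C. Rise in yellow fluorescence (Ex 488/Em 500-530, Acumen) marks blocked Vif-driven A3G degradation.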
IDH1 R132H inh = blocks human mutant IDH1 R132H enzyme; actives 0.093% (n = 390,000); O75874; AID 602179; Potency, µM (doses to about 76.6 µM), without a hit: top-dose activity change, negative = inhibition, actives largely listed as inhibitors; IDH1-R132H enzyme, NADPH consumption, diaphorase/resazurin fluorescence; further: potency means the concentration at half of the fitted maximal effect; on the % scale 0 is the no-effect control and ±100 the full control effect; nearly all actives have a fitted effect of over 65% in size
Target sequence (O75874 whole entry R132H, stated change not applied): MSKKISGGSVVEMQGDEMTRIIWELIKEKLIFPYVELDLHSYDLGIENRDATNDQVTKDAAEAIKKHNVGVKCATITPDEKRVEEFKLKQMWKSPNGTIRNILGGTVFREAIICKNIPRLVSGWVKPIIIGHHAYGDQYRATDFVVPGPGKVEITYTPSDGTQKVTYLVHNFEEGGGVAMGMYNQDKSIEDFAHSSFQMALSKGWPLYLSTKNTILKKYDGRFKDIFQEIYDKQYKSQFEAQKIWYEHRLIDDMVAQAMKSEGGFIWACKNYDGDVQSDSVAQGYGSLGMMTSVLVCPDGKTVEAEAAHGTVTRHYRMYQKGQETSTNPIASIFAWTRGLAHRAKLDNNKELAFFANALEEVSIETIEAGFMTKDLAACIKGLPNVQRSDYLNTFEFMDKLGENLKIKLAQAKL
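IDH1-R132H (0.5 ug/mL dispensed) in pH 7.5 Tris buffer was preincubated 30 min with compound, then given a substrate mix of 0.016 mM NADPH and 2 mM alpha-KG for 80 min at room temperature; remaining NADPH was read by diaphorase/resazurin fluorescence.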
USP1 inh = inhibitors of human USP1/UAF1 deubiquitinase; O94782; recombinant USP1/UAF1, Ub-Rhodamine cleavage fluorescence; Potency, µM (top dose mostly 57.1 µM), without a hit: at the top dose activity change, negative = inhibition, actives largely listed as inhibitors; actives 0.23% (n = 390,000); AID 743255; further: potency means the concentration at half of the fitted maximal effect; on the % scale 0 is the no-effect control and ±100 the full control effect; nearly all actives have a fitted effect of over 60% in size; inactives centre near -12
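High-throughput fluorogenic screen: 1nM USP1/UAF1 complex, Ub-Rho substrate 150nM final, 50mM HEPES pH 7.8 with 0.5mM EDTA, 0.1 mg/ml BSA, 1mM TCEP and 0.01% Tween-20.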
RXFP1 agonist = RXFP1 (human) receptor agonism; Q9HBX9; HEK293T-RXFP1 cAMP TR-FRET, 30 min; response scale: percent of porcine relaxin response, buffer zero; Potency, µM (top dose mostly 57.5 µM), inactives show at the highest dose activation, most hits filed as activators; actives 0.3% (n = 370,000); further: potency means the concentration at half of the fitted maximal effect; on the % scale 0 is the no-effect control and ±100 the full control effect; nearly all actives have a fitted effect of over 60% in size; many of its hits are not listed in these tables
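HEK293T cells stably expressing RXFP1 were pretreated with the PDE4 inhibitor Ro 20174, exposed to compounds for 30 min at 37C, lysed, and cAMP was read by TR-FRET. Data normalized to buffer (basal) and 29 nM porcine relaxin (100%).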
PI4K2A inh = PI4K2A (human) kinase inhibition | Q9BTU6 | purified PI4K2A, ADP-Glo luminescence, 1 h; hits give low values | activity change, negative = inhibition, % at 76.9 µM | actives 0.13% (n = 420,000); in the data active means activity change below about -50%; inconclusive means mostly about -30% to -49%;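 further: -100% = wells without enzyme as full effect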
Target sequence (Q9BTU6 whole entry, looked up): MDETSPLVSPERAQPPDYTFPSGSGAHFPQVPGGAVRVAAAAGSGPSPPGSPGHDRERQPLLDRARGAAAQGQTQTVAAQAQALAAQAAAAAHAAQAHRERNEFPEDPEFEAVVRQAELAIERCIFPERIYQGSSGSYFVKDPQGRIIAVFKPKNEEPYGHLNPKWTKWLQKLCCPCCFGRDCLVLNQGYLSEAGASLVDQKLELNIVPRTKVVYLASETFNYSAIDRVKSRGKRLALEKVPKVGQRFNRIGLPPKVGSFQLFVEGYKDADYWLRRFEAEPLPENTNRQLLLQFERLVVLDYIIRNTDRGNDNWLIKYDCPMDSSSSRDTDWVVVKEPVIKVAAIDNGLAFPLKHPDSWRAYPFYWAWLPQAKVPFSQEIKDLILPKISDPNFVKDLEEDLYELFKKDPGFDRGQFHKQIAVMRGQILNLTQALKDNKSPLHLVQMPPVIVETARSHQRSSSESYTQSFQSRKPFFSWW
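PI4K2A activity was measured by ADP-Glo luminescence: enzyme (4 ug/mL stock) and phosphatidylinositol (1.2 mM stock) in Tris pH 7.5/MgCl2/EGTA/Triton X-100 buffer were reacted with ATP (300 microM stock) for one hour at ambient temperature.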
TrxR1 substrate = substrates of rat thioredoxin reductase 1. O89049. purified TrxR1 substrate turnover, NADPH consumption readout. Potency, µM (highest dose often 114 µM), without a hit: at the top dose activity change, negative = substrate turnover. actives 0.01% (n = 390,000); further: potency means the concentration at half of the fitted maximal effect; on the % scale 0 is the no-effect control and ±100 the full control effect; nearly all actives have a fitted effect of over 50% in size
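Rat TrxR1, dispensed at 90 nM, was prereduced with 400 uM NADPH (final) for 5 min at ~22 deg C, then incubated with compound 15 min before 400 uM selenite. A first-read NADPH fluorescence drop versus no-compound background flagged substrates.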
An asterisk follows results filed as active; ? = inconclusive; . = not tested or not shown; & = joins results of further samples; [ ] = remark or other dose. Unless noted, the call rests on the fitted dose curve; in most records, active means well fitted curve in the direction sought with a large enough effect; inconclusive means small, poorly fitted or top-dose-only effect, or another doubt; inactive means no such curve, though single readings can be large; an effect the other way counts as inactive or inconclusive. This is a subset; the hit share may differ from the screen's.

SMILES	LDHA block	Vif-APOBEC3F blk	Glioma ERSR ind	Vif-A3G inh	IDH1 R132H inh	USP1 inh	RXFP1 agonist	PI4K2A inh	TrxR1 substrate
CC(=O)OC1=C(C(C)=O)N(Cc2ccccc2)S(=O)(=O)c2ccccc21	0	3%	-2%	1%	-8%	-12%	3.3%	1	-6%
O=C(c1ccc(C(F)(F)F)cc1)n1ccc(-c2cccs2)n1	-1	-2%	1%	-2%	9%	-10%	1.3%	1	6%[57.1 µM]
CCOc1ccccc1/C=N/NC(=O)c1ccc(Cn2cc([N+](=O)[O-])cn2)o1	-7	-4%	-2%	-2%	19%	-8%	1.7%	4	4%[57.1 µM]
O=C(c1cnn(-c2ccccc2)c1)c1ccc2ccccc2c1O	2	-9%	-2%	-14%	0%	-10%	4.0%	0	5%[57.1 µM]
O=C(Nc1ccc(-n2cnnn2)cc1)c1cccc(S(=O)(=O)N2CCCC2)c1	-12	0%	-2%	-1%	10%	-15%	2.0%	2	-4%
O=C(N/N=C/c1ccncc1)c1cccs1	-7	3%	-2%	1%	8%	-9%	0.5%	-25	-6%
CC1CCCN(C(=O)C2(NC(=O)Nc3cccc(F)c3)CCCCC2)C1 (centres undefined)	0	?	-5%	0%	-2%	-16%	-0.3%	-1	-6%
COc1ccccc1-n1c(SCC(=O)N2CCOCC2)nc2ccccc2c1=O	-12	0%	-4%	0%	-1%	-7%	0.4%	2	1%
O=C(Nc1ccccc1)C1=C[C@H](c2ccccc2)C[C@H](OCc2ccc(CO)cc2)O1	0	-7%	2%	1%	-1%[38.3 µM]	-14%	0.0%	1	-3%
O=C(CN1C(=O)c2cccc([N+](=O)[O-])c2C1=O)N1CCN(S(=O)(=O)c2ccccc2)CC1	-3	1%	3%	6%	-15%	-6%	-0.5%	2	-2%
Cc1ccc(N(CC(=O)Nc2cccc(Cl)c2C)S(C)(=O)=O)cc1	-19	3%	-2%	-5%	-1%	-5%	2.7%	-1	5%
CCCc1cc(=O)[nH]c(SCC(=O)Nc2c(C)n(C)n(-c3ccccc3)c2=O)n1	-7	-8%	-6%	-2%	0%	-26%	.	-1	-2%[2.29 µM]
COc1cc2c(cc1OC)C1=C(C#N)CCC(=NC(=O)c3ccco3)N1CC2	0	-11%	0%	-3%	5%	-18%	3.9%	-7	5%[57.1 µM]
Cc1cc(NC(=NC2CC2)c2ccccc2)n(-c2ccccc2)n1	-23	-19%	-2%	0%	3%	-8%	0.5%	-12	9%
COc1ccc(NC2=C(c3ccc(C(F)(F)F)cc3)C(=O)c3ccccc32)cc1	3	-2%	-3%	-4%	14%	-24%	3.3%	-3	-1%

Grouped by structure: those above containing a CF3 group.
SMILES	LDHA block	Vif-APOBEC3F blk	Glioma ERSR ind	Vif-A3G inh	IDH1 R132H inh	USP1 inh	RXFP1 agonist	PI4K2A inh	TrxR1 substrate
O=C(c1ccc(C(F)(F)F)cc1)n1ccc(-c2cccs2)n1	-1	-2%	1%	-2%	9%	-10%	1.3%	1	6%[57.1 µM]
COc1ccc(NC2=C(c3ccc(C(F)(F)F)cc3)C(=O)c3ccccc32)cc1	3	-2%	-3%	-4%	14%	-24%	3.3%	-3	-1%

Going on with the list.
SMILES	LDHA block	Vif-APOBEC3F blk	Glioma ERSR ind	Vif-A3G inh	IDH1 R132H inh	USP1 inh	RXFP1 agonist	PI4K2A inh	TrxR1 substrate
O=C(CSc1nc2ncccc2[nH]1)NCc1ccccc1	-1	4%	-3%	0%	9%	-13%	3.8%	8	4%[57.1 µM]
CCOC(=O)N1CCN(C(=S)Nc2ccccc2C(C)C)CC1	-2	-2%	-2%	-2%	11%	-23%	-1.0%	-1	-4%
CC(=O)Nc1cccc(C(=O)OCC(=O)NCc2ccc(F)cc2)c1	-6	-8%	-1%	2%	1%	-3%	0.3%	-1	-3%[57.1 µM]
COc1cc(NC(=O)Cn2nc(C(F)(F)F)c3c2CCC3)cc(OC)c1OC	1	2%	0%	1%	0%	-6%	1.6%	-3	-7%
Cc1ccc([C@H]2C(C(=O)O)=CC[C@@H](c3ccc4c(c3)OCO4)N2S(=O)(=O)c2ccc(C)cc2)cc1	7	-3%	-2%	0%	9%	-26%	.	0	0%
O=C1CC(N2CCN(c3ccccc3)CC2)C(=O)N1c1cccc(Br)c1 (centres undefined)	-6	1%	-1%	1%	-1%	-19%	0.3%	6	3%
Cc1ccc2c(CNCc3cccs3)c(C(=O)O)n(Cc3ccc(F)cc3)c2c1	0	-2%	-3%	-7%	-8%	-13%	7.7%	5	-8%
COc1ccc(NS(=O)(=O)/C=C/c2ccc(OC)c(OC)c2)cc1	-1	1%	2%	1%	2%	-16%	-0.8%	-2	-13%[57.1 µM]
O=[N+]([O-])c1ccc(-c2cc(-c3ccncc3)nc3ccc4ccccc4c23)cc1	2	-3%	2%	-1%	3%	8%	0.0%	-1	6%
O=C(/C=C/c1ccccc1)COC(=O)c1ccccc1	-6	?	6%	?	1%	-11%	.	15	-1%
COc1cc(Cl)c(C)cc1NC(=O)CN1C(=O)C2CC=CCC2C1=O (centres undefined)	1	1%	0%	4%	28%	-2%	.	-11	-4%
CCN(CC)c1ccc(/C=N/NC(=O)c2c(-c3ccccc3)noc2C)cc1	-8	11%	-3%	-8%	-2%	-19%	0.5%	1	14%
O=C1CCCN1CC(=O)N1CCCC(N2CCN(c3cccc(Cl)c3)CC2)C1 (centres undefined)	-9	-13%	1%	-4%	7%	-1%	-1.4%	-1	2%
CN(C)CCCN=c1cc(-c2ccccc2)oc2ccc(Cl)cc12	-1	2%	4%	-2%	4%	-12%	0.2%	3	-1%
Cc1ccc(N2C(=O)NC(NC(=O)C(C)(C)C)(C(F)(F)F)C2=O)cc1 (centres undefined)	-3	?	-2%	6%	0%	-23%	-0.8%	2	7%[57.1 µM]
COc1ccc2nc3ccccc3nc2c1NC(=O)c1ccc(Cl)cc1Cl	-1	?	-2%	4µM*	2%	254%[activator]	0.2%	5	-8%
CCOC(=O)c1cc(NC(=O)NCc2ccco2)c(C)nc1C	-7	1%	0%	-6%	5%	-20%	0.3%	7	-1%
COc1ccc(-n2cnnc2SCC(=O)NC2CCCCC2)cc1	-5	-19%	-2%	0%	8%	8%	.	-3	-13%
O=C(Cn1cnc([N+](=O)[O-])n1)N/N=C/c1cccc(Cl)c1	2	1%	-2%	1%	4%	2%	0.5%	0	-5%
Nc1nnnn1/N=C/c1ccc(F)cc1	-3	12%	0%	-6%	20%	-15%	-3.4%	-5	4%
C=CCOC(=O)C(=O)/C=C/c1coc2ccccc2c1=O	1	-23%	0%	-17%	1%	-24%	10%	7	108%[activator]
Brc1ccc(-c2cn3c(n2)SCC3)cc1	-10	2%	-2%	1%	-4%	-16%	-0.2%	2	-18%
CCC1CCCCN1Cc1nc2c(c(=O)n(C)c(=O)n2C)n1Cc1c(F)cccc1Cl (centres undefined)	-6	.	-3%	1%	.	.	.	.	2%
CC(C)[C@@H](N)C(=O)NC[C@H]1O[C@@H](n2cnc3c(=O)[nH]c(N)nc32)[C@H](O)[C@@H]1O	-2	.	1%	2%	.	.	.	3	.
CCN1C(=O)[C@H]2[C@H]3CN=C(SCc4ccc(C(=O)OC)cc4)N3[C@@](C)(C(=O)OC)[C@H]2C1=O	3	7%	-5%	3%	-4%[38.3 µM]	-23%	.	-4	0%
O=C(Nc1ccc(C(F)(F)F)cc1)C1CCCN(S(=O)(=O)c2cccc3cccnc23)C1 (centres undefined)	1	-3%	-2%	4%	4%	-13%	-1.1%	-2	-3%
COc1ccc(OCC(=O)Nc2ccc(S(=O)(=O)N3CCCCCC3)cc2)cc1	-4	-9%	-2%	-1%	-3%	-2%	-0.4%	2	10%[57.1 µM]
Nc1c(S(=O)(=O)c2cc(Cl)ccc2Cl)c2nc3ccccc3nc2n1CCN1CCOCC1	-5	-10%	-3%	0%	-1%	-5%	2.3%	-7	21%
O=C(Cc1ccc(S(=O)(=O)N2CCOCC2)s1)OCc1ccc(Cl)cc1	-3	-4%	-4%	-5%	3%	-16%	0.0%	-1	-8%
CCOC(=O)Nc1ccc2c(c1)N(C(=O)OCCN(C)C)c1ccccc1CC2	6&-1	3%&0%	-4%&-1%	1%&-2%	-2%&7%	-23%&3%	6.1%&-3.0%	-4&-4	6%&-1%[57.1 µM]
COc1cc2c(cc1OC)CN(C(=O)CCN1C(=O)C3CCCCC3C1=O)CC2 (centres undefined)	-6	-1%	0%	2%	-1%	3%	2.5%	-2	3%[57.1 µM]
CC(=O)C[C@@H](O)CC(=O)[C@@H]1OC(=O)CCCCC/C=C/Cc2ccccc21	-2	-1%	-4%	-1%	8%	?	.	-1	3%
NC(=O)c1ccccc1NC(=O)CCc1ccccc1	-2	2%	5%	2%	12%	0%	0.3%	14	4%[57.1 µM]
Cc1ccc(N2C(=O)SC(Cc3ccccc3)C2=O)cc1 (centres undefined)	-2	-3%	4%	1%	-4%	-15%	1.3%	1	1%[57.1 µM]
CC(C)NC(=O)c1onc(CSc2ccc(Cl)cc2)c1C(=O)NC(C)C	1	5%	1%	-12%	0%	-19%	-2.0%	-1	-1%
Cc1cc(C(=O)NN=Cc2ccc(OC(=O)c3ccco3)cc2)c(C)o1	-5	11%	1%	2%	3%	-14%	.	28	-6%[11.4 µM]
